Source: PubChem BioAssay (National Center for Advancing Translational Sciences (NCATS))
HepG2 viability = HepG2 cytotoxicity, counter-screen for TGF-b inhibitors; HepG2 CAGA-GFP viability, ATP luminescence, 18 h; Potency, µM (titrated, usually from 46.1 µM), for inactives: top-dose activity change, negative = cytotoxicity, usual class: cytotoxic; actives 0.76% (n = 410,000); AID 588856; further: potency means the concentration at half of the fitted maximal effect; some results filed as inactive show a strong effect at the top dose
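HepG2 CAGA-GFP cells (1000/well, DMEM with 1% FBS) received compound, then TGF-beta at 500 pg/mL final, and were incubated 18 hours at 37 degrees C. Viability was read by CellTiter-Glo luminescence. Media-only wells were set as complete cell-killing and DMSO as no toxicity.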
Nrf2 activator = activates Nrf2 signaling | AREc32 ARE-luciferase reporter (MCF7-derived line), luminescence, 24 h | Potency, µM (highest dose often 46.1 µM), inactives show at the highest dose activation, hits mostly activators | actives 0.31% (n = 410,000) | AID 624171; further: potency means the concentration at half of the fitted maximal effect; % of control where 0% means no effect; nearly all actives have a fitted effect of over 65% in size
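Luciferase luminescence (Steady-Glo, 30 min at room temperature) served as the read-out of ARE activation in AREc32 cells treated with compounds for 24 hr at 37 deg C.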
Abeta rescue = A-beta toxicity reversal in yeast; yeast expressing A-beta42, growth rescue, OD600, 48 h; response scale: 0% DMSO, 100% iron-clioquinol control; Potency, µM (series often up to 46.1 µM), without a hit: at the highest dose growth rescue, most hits filed as activators; actives 0.063% (n = 410,000); further: potency means the concentration at half of the fitted maximal effect; nearly all actives have a fitted effect of over 55% in size
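Yeast growth medium received pinned compounds, then yeast cells expressing toxic A-beta were added; plates incubated at 30 C for 48 hr. Growth read as absorbance at 600 nm, normalized to DMSO and equimolar FeCl3 plus clioquinol controls.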
TGFb SMAD3 inh = blocks TGF-b signaling; actives 1.2% (n = 410,000); AID 588855; Potency, µM (top dose mostly 46.1 µM), inactives show top-dose activity, negative = inhibition, hits mostly inhibitors; HepG2 CAGA-GFP TGF-b/SMAD3 reporter, GFP fluorescence, 18 h; TGF-beta stimulated, 500 pg/mL final; further: potency means the concentration at half of the fitted maximal effect; on the % scale 0 is the no-effect control and ±100 the full control effect; nearly all actives have a fitted effect of over 65% in size
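Inhibition of TGF-beta-driven CAGA-GFP reporter expression in HEPG2 cells is measured by cellular GFP fluorescence after 18 h stimulation with 500 pg/mL recombinant TGF-beta in 1% FBS medium at 37 degrees C.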
Akt phos inh = blocks phosphorylation of Akt | Neuro2A IGF-stimulated pAkt S473 HTRF, 20 min; stronger effect = lower value | activity change, % for hits at 50 µM | actives 0.32% (n = 360,000) | AID 651550; in the data active means activity change below about -80%; inconclusive means mostly about -51% to -80%; further: on the % scale 0 is the no-effect control and ±100 the full control effect
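Neuro2A cells (4,500/well, DMEM with 0.5% FBS) were treated with compound at a single 50 µM final concentration, stimulated with 6 nM IGF for 20 min at 37 °C, and lysed. Phospho-Akt Ser473 was read by HTRF as 665/615 ratio ×10^4.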
A549 viability = kills or reduces viability of A549 cells in Nrf2 counter-screen. A549 ARE-Fluc cells, CellTiter-Fluor viability, 18-24 h. Potency, µM (titrated, usually from 46 µM), for inactives: at the top dose activity change, negative = cytotoxicity, most hits filed as inhibitors. AID 504648. actives 0.16% (n = 390,000); further: potency means the concentration at half of the fitted maximal effect; on the % scale 0 is the no-effect control and ±100 the full control effect
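A549 ARE_Fluc cells in 5% FBS OPTI-MEM were exposed to compounds in concentration-response for 18-24 h at 37 deg C. Viability was read by CellTiter-Fluor fluorescence (Ex 405/Em 525) after 30 min, before the luciferase read.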
MmCpn inh = blocks the Methanococcus maripaludis chaperonin Mm-Cpn | purified Mm-Cpn ATPase, ADP Transcreener TR-FRET | Potency, µM (titrated, usually from 76.9 µM), for the others: top-dose activity, negative = inhibition, hits mostly inhibitors | actives 0.031% (n = 330,000); further: potency means the concentration at half of the fitted maximal effect; on the % scale 0 is the no-effect control and ±100 the full control effect; nearly all actives have a fitted effect of over 80% in size
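25 nM Mm-CPN + cpd, 10 min 37°C; + 10 uM ATP, 30 min 37°C; buffer 30 mM Tris pH 7.4, 100 mM KCl, 5 mM MgCl2, 1 mM DTT; Transcreener ADP HTRF detection 30 min RT.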
CCT chaperon mod = modulators of cytosolic chaperonin (CCT/TRiC) activity. purified chaperonin ATPase assay, HTRF ADP detection, 30 min. activity change, % (test concentration not listed), hits read low. actives 0.3% (n = 360,000). AID 651819; in the data active means activity change below about -30%; further: on the % scale 0 is the no-effect control and ±100 the full control effect
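We incubate TRiC, 40 or 20 nM final, with library compounds at 76 uM and 10 uM ATP for 30 min at 37 °C. ADP formed is detected with Transcreener HTRF reagents after 30 min at room temperature.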
Nrf2 block = blocks Nrf2 signaling; A549 ARE-Fluc reporter, luciferase luminescence, 18-24 h; Potency, µM (top dose mostly 46 µM), for inactives: at the highest dose activity change, negative = inhibition, hits mostly inhibitors; actives 2.1% (n = 360,000); further: potency means the concentration at half of the fitted maximal effect; on the % scale 0 is the no-effect control and ±100 the full control effect; nearly all actives have a fitted effect of over 60% in size
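Concentration-response testing used A549 ARE_Fluc cells at 5000 cells/well. Following an 18-24 h compound incubation, viability was read by fluorescence (Ex 405/Em 525) and luciferase output by luminescence.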
Starred values were filed as active, the others as inactive; i = inactive; ? = inconclusive; . = not tested or not shown; [ ] = dose if it differs, or a comment. Unless noted, the call rests on the fitted dose curve; in most records, active means well fitted curve in the direction sought with a large enough effect; inconclusive means small, poorly fitted or top-dose-only effect, or another doubt; inactive means no such curve, though single readings can be large; an effect the other way counts as inactive or inconclusive.

A first look:
SMILES | HepG2 viability | Nrf2 activator | Abeta rescue | TGFb SMAD3 inh | Akt phos inh | A549 viability | MmCpn inh | CCT chaperon mod | Nrf2 block
CCN(CCCNC(=O)COc1cc(=O)n(CC)c2ccccc12)c1ccccc1 | -39.4% | 5.2% | 8.2% | 0.5% | i | . | -0.5% | -1.7 | ?
CC(C)(C)NC(=O)CN1CCC(O)(c2ccccc2)CC1 | -0.1% | 0.0% | 17.6% | 6.4% | i | 18.6% | 0.6% | -3.5 | 5.9%
COc1ccc(N(CC(=O)Nc2cccc(C)c2C)S(=O)(=O)c2c(C)n[nH]c2C)cc1 | 7.8% | -0.5% | 9.4% | -11.2% | i | -3.2% | 0.0% | -2.2 | ?
CCc1nnc(NC(=O)CSc2nnc(C)n2-c2ccc(C)cc2)s1 | 3.1% | 2.0% | 4.0% | 7.7% | i | -4.1% | -0.4% | -1.8 | -25.3%

This part in full, previewed entries included:
SMILES | HepG2 viability | Nrf2 activator | Abeta rescue | TGFb SMAD3 inh | Akt phos inh | A549 viability | MmCpn inh | CCT chaperon mod | Nrf2 block
CCN(CCCNC(=O)COc1cc(=O)n(CC)c2ccccc12)c1ccccc1 | -39.4% | 5.2% | 8.2% | 0.5% | i | . | -0.5% | -1.7 | ?
CC(C)(C)NC(=O)CN1CCC(O)(c2ccccc2)CC1 | -0.1% | 0.0% | 17.6% | 6.4% | i | 18.6% | 0.6% | -3.5 | 5.9%
COc1ccc(N(CC(=O)Nc2cccc(C)c2C)S(=O)(=O)c2c(C)n[nH]c2C)cc1 | 7.8% | -0.5% | 9.4% | -11.2% | i | -3.2% | 0.0% | -2.2 | ?
CCc1nnc(NC(=O)CSc2nnc(C)n2-c2ccc(C)cc2)s1 | 3.1% | 2.0% | 4.0% | 7.7% | i | -4.1% | -0.4% | -1.8 | -25.3%
COc1ccc(C(=O)c2cc(OC)c(OC)c(OC)c2)cc1OC | -26.7% | 5.1% | 0.2% | -30.9% | i | -17.4% | . | -4.5 | 11.1%
O=C(COC(=O)/C=C/c1ccccc1Cl)NCC1CCCO1 (stereo not drawn) | 4.8% | ? | -6.4% | 13.3% | i | -8.0% | 2.8% | -2.5 | -5.2%
CC1=C(C(=O)OC2CCCCC2)C(c2ccccc2Br)NC(=O)N1 (stereo not drawn) | 10.2% | 4.6% | 10.1% | ? | i | 5.9% | -1.7% | 1.5 | ?
O=C(NNC(=O)c1sccc1-n1cccc1)Nc1ccc(F)cc1 | -1.1% | 0.7% | -23.8% | 13.9% | i | 1.2% | 0.9% | -3.3 | 4.9%
O=C(c1ccccc1Cl)N1CCc2ccccc2C1 | 2.1% | 2.6% | 7.9% | 19.5% | i | -10.1% | -0.2% | -3.3 | ?
COc1ccc(-c2c(C)oc3c(CN4CCCCC4C)c(O)ccc3c2=O)cc1OC (stereo not drawn) | -38.9% | 0.3% | -4.5% | ? | i | -0.5% | -1.1% | 1.4 | 6.5%
Cc1ccc(NC(=O)Cn2nc(C)c3ccccc3c2=O)cc1F | -14.1% | -0.4% | 12.3% | -3.3% | i | 0.4% | 0.4% | -2.1 | -3.2%
CCOC(=O)c1oc2nc(C)c3c(c2c1N)CC(C)(C)OC3 | 19.3% | 0.2% | 23.6% | -3.0% | i | 0.0% | -9.8% | 0.0 | -14.9%
CCCn1c(N)c(Sc2ccc([N+](=O)[O-])cc2)c(=O)n(CCC)c1=O | -1.5% | -0.1% | -24.8% | 10.4% | i | 13.5% | 3.2% | -2.1 | -16.0%
O=C(NC1CCCc2ccccc21)C12CC3CC(CC(O)(C3)C1)C2 (stereo not drawn) | 22.1% | 0.2% | 0.0% | 2.2% | i | 11.3% | -1.7% | -0.1 | 1.4%
COc1ccc(/C=N/NC(=O)CCc2ccccc2)cc1O | -26.2% | 15.2% | -3.4% | -24.2% | i | -16.8% | -4.8% | -0.1 | -5.4%
O=C(COC(=O)COc1ccc(Cl)cc1Br)NC1CCCCCC1 | 0.0% | -0.2% | 14.6% | 6.8% | i | -1.1% | 0.7% | 1.0 | 13.9%
CC(=O)c1ccc(NC(=S)N2CCN(c3ccccn3)CC2)cc1 | 8.7% | 2.2% | -7.6% | 18.5% | i | 2.1% | -7.2% | 0.5 | -5.6%
Cc1cccc(C)c1OCC(O)CN1CCN(C(=O)c2ccccc2)CC1 (stereo not drawn) | 7.8% | -0.9% | -9.5% | 3.8% | i | . | . | 2.4 | .
O=C(COC(=O)CC1CC2CCC1C2)Nc1c(F)cccc1F (stereo not drawn) | 4.4% | -1.0% | -3.5% | -9.5% | i | -0.3% | 2.4% | 1.2 | -7.6%
CC(=O)Nc1ccc(S(=O)(=O)N(C)CC(=O)Nc2ccccc2N2CCCC2)cc1 | -6.0% | -0.3% | -0.5% | -4.0% | i | 10.1% | -2.7% | -2.9 | 17.9%
COCCNC(=O)C1CCCN(Cc2ccccc2Cl)CC1 (stereo not drawn) | -0.3% | 0.2% | -14.2% | 4.3% | i | . | . | -1.0 | .
O=S(=O)(Cc1ccc(Cl)cc1)C1CCCCC1O (stereo not drawn) | -0.5% | -0.7% | -2.2% | 0.6% | i | -1.5% | 3.7% | -0.5 | -11.3%
Cc1ccc(CNS(=O)(=O)c2cc3[nH]c(=O)c(=O)[nH]c3cc2C)cc1 | -3.7% | 0.2% | 0.2% | -16.2% | . | 0.0% | . | . | ?
COc1ccc(-c2nnc(COc3ccc(Br)cc3C)o2)cc1 | -19.9% | -0.8% | 4.3% | ? | i | 0.7% | . | -1.7 | -19.4%
O=C1NC(=S)S/C1=C\c1coc2ccc(O)cc2c1=O | -36.5% | 3.0% | 2.4% | -1.6% | i | ? | 0.5% | -1.5 | -13.8%
O=C(CN1c2cccc3cccc(c23)S1(=O)=O)NCc1ccc2c(c1)OCO2 | -28.8% | 0.8% | 4.8% | 39.6%[activator] | . | ? | -4.1% | -0.1 | -8.8%
O=C1CC(N2CCN(c3ccccc3)CC2)C(=O)N1c1ccc2c(c1)OCCO2 (stereo not drawn) | -0.3% | -0.5% | -5.3% | 10.2% | i | 4.8% | . | -5.8 | 4.4%
O=C(Nc1ccc(Cl)cn1)c1ccc2ccccc2n1 | -2.4% | 10.7% | 12.2% | 11.9% | i | 0.6% | 1.9% | -2.4 | ?
COc1cc(/C=C/C(=O)OCC(=O)N2CCCc3ccccc32)ccc1O | -13.1% | 3.0% | 14.7% | -6.1% | i | -10.5% | -0.1% | 0.5 | ?
Cc1ccc(C(=O)NCC(=O)NCCCc2ccccc2)cc1 | -16.8% | 0.3% | -7.2% | -17.4% | i | 9.0% | 2.0% | -1.9 | 3.3%
CSCC[C@H](NC(=O)[C@@H]1Cc2ccccc2CN1)C(=O)Nc1ccc2c(c1)OCO2 | -3.5% | -0.1% | 9.1% | -12.5% | i | -2.2% | 1.3% | -1.2 | 2.8%
CCc1cc(=O)oc2cc(OC(C)=O)cc(OC(C)=O)c12 | -31.8% | -0.6% | -18.4% | -4.5% | i | 1.7% | -18.6% | -3.0 | -6.6%
Cc1cc(C)nc(N2CCCC(C(=O)NCc3cccs3)C2)n1 (stereo not drawn) | 10.4% | -0.5% | -0.3% | -28.6% | . | 7.3% | 0.6% | -2.4 | .
Cc1ccc2c(c1)N(C(C)C(=O)NCCc1ccccc1)C(=O)CO2 (stereo not drawn) | -10.5% | -0.2% | 18.4% | 0.5% | i | -1.1% | 3.0% | 1.0 | 4.2%
O=C(c1cccc(C(F)(F)F)c1)N1CCc2c([nH]c3ccccc23)C1C(F)(F)F (stereo not drawn) | -55.3% | 6.5% | 9.5% | ? | i | 7.5% | -0.2% | -0.5 | ?
CCN(CC(=O)Nc1ccccc1OC)C(=O)c1ccc2[nH]c3c(c2c1)CC(C)CC3 (stereo not drawn) | -27.5% | 0.3% | -7.6% | ? | i | ? | -1.2% | -3.0 | ?
CCOC(=O)c1c(S(=O)(=O)NCC(=O)Nc2ccccc2F)c(C)n(C)c1C | 2.8% | -1.0% | -3.4% | 1.5% | i | -0.3% | 2.2% | 0.2 | 2.6%
CCN(CC)c1ccc(/C=N/NC(=O)c2ccoc2C)c(O)c1 | -58.8% | -0.2% | -28.3% | ? | i | -19.8% | -0.7% | -0.2 | -1.6%
Cc1ccc(S(=O)(=O)Nc2n[nH]nc2C(=O)NC2CCCCC2)cc1 | -7.7% | -0.1% | 2.0% | -1.8% | i | -2.4% | -3.2% | 0.4 | -6.6%
O=c1c2ccccc2oc2ccc(NCCCn3ccnc3)cc12 | -1.9% | 0.1% | 7.6% | -6.4% | i | 1.1% | 0.0% | 0.1 | ?
O=C(CSc1nc(-c2ccccc2)cc(=O)[nH]1)Nc1ccccc1 | 6.2% | -0.8% | 4.4% | -0.5% | i | 2.4% | 1.6% | 1.0 | 4.4%
CC1(C)CC(=O)C(C=NCC(N)=O)=C(O)C1 | -0.9% | -0.5% | -23.2% | 8.6% | i | 9.3%[1.84 µM] | -2.7% | 1.7 | 10.2%
COc1ccc(/C(N)=N/OC(=O)CCc2ccccc2)cc1 | -0.1% | 0.2% | -5.0% | -6.5% | i | 0.8% | -1.6% | 0.6 | 1.9%
COC(=O)CN1C(=O)CSc2ccc(S(=O)(=O)Nc3ccc(C)c(Cl)c3)cc21 | -33.0% | -0.2% | 17.1% | ? | . | 11.4% | . | . | -30.6%
